Vif imaging = blocks HIV Vif function; actives 0.35% (n = 340,000); inhibition, % at 7.49 µM; AID 602346; HEK293T cells, Vif self-association by quenched fluorescence, imaging, 24 h; in the data active means inhibition above about 50%, passing the limit was not always enough; further: some results filed as inactive read as strong as hits
KKLEB cytotox = reduces viability of KKLEB cystic fibrosis airway cells; KKLEB CF airway cells viability, ATPlite luminescence, overnight; stronger effect = lower value; cells stimulated with P. aeruginosa culture filtrate; activity change (cytotoxicity), % at 5 µM; actives 0.36% (n = 360,000);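 active means corrected activity change at or below -50% at 5 µM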
NR2E3 ag-1 = activates human photoreceptor nuclear receptor NR2E3. GST-NR2E3/biotin-RetCOR TR-FRET, 1536-well. inhibition of corepressor binding, % at 4.78 µM. actives 0.12% (n = 320,000). AID 2300;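 active means percent inhibition above the cutoff of mean plus 3 SD of all tested compounds, set per screening campaign, cut at about 20% in these data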;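 further: 0% = DMSO wells and 100% = biotin wells as full block of FRET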
Target sequence (Q9Y5X4 whole entry, looked up): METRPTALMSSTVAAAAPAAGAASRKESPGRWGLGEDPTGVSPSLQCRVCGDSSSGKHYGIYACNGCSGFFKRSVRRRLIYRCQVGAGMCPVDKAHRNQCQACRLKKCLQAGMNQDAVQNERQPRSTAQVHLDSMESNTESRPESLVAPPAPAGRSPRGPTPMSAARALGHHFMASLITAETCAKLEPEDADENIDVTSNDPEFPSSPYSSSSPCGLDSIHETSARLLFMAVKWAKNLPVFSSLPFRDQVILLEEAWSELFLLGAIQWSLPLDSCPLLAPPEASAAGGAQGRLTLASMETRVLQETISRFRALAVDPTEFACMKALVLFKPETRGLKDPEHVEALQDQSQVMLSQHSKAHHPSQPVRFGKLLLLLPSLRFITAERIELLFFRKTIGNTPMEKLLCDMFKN
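System: GST-tagged NR2E3 plus biotinylated RetCOR corepressor; Buffer or medium: pH 7.5 Tris-based buffer; Probe or stimulus: RetCOR corepressor, biotinylated, 7 nM; Doses: compound at 4.8 µM, single dose; Schedule: 5 h incubation at 4 °C; Technique: time-resolved FRET; Evaluation: percent inhibition of TR-FRET ratio; Replication: one well per compound, singlicate testing.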
NR2E3 ag-2 = agonists of human NR2E3 nuclear receptor | Q9Y5X4 | CHO-S Gal4-NCOR/VP16-NR2E3 two-hybrid, luciferase | inhibition of corepressor binding, % at 3.98 µM | actives 0.35% (n = 360,000) | AID 602229;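 active means inhibition above the mean of all tested compounds plus 3 SD, cut at about 70% in these data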;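 further: 0% = DMSO with NR2E3 transfected cells and 100% = cells lacking NR2E3 construct; higher means lower luciferase signal from less NR2E3 corepressor binding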
CF NFkB block = cystic fibrosis NF-kB activation inhibition. KKLEB NF-kB-GFP reporter, PAF-induced, GFP fluorescence overnight. inhibition, % at 5 µM. actives 0.86% (n = 360,000);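 active means at least 50% inhibition at 5 µM, scaled per plate between neutral and stimulator controls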;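 further: PAF is a Pseudomonas aeruginosa culture filtrate used as stimulus; plate controls were PAF-stimulated DMSO wells for no effect and unstimulated DMSO wells for full effect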
HIF-2a inh = blocks HIF-2a reporter activity; inhibition, % at 18.8 µM; actives 0.72% (n = 360,000); 786-0 RCC cells HIF-2a reporter, luciferase luminescence, overnight;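 active means inhibition of the luminescence signal of 40% or more relative to plate controls, in a single-dose primary screen at 18.75 µM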
CaV13 ICDI inh = Primary screen for inhibitors of IQ motif and Ca2+-dependent inactivation inhibitor domain binding in CACNA1D, Förster resonance energy transfer in living cells, … | HEK cells, CFP/YFP FRET ICDI-IQ, plate reader, 10 min; percent FRET-ratio fall versus neutral wells | inhibition, % at 12.3 µM | actives 0.098% (n = 340,000);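 active means mean replicate inhibition of at least 30% and at least 1% of replicates passing that level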;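 further: 0% = median of the neutral control wells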
Peg3 promoter = Peg3 promoter activity inhibition. HeLa PEG-Prom luciferase reporter, luminescence, overnight. inhibition, % at 20 µM. actives 1.7% (n = 360,000);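 active means inhibition of at least 50% at 20 µM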
MITF TRPM1 inh = MITF TRPM1 promoter inhibition in SK-MEL-5 cells; SK-MEL-5 TRPM1 promoter luciferase, 24 h; inhibition, % at 12.5 µM; actives 0.83% (n = 330,000);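 active means mean inhibition across replicates of 60% or more, whatever share of single replicates reaches that level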; further: values of inactives mirror those of a sister screen read the other way
PDI inh = inhibitors of human protein disulfide isomerase | P07237 | actives 0.052% (n = 350,000) | PDI insulin aggregation turbidity, A650, 90 min | inhibition, % at 10 µM;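 active means mean inhibition across replicates of 30% or more, whatever share of single replicates reach that level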;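 further: absorbance from insulin aggregation driven by PDI reduction with DTT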
Target sequence (P07237 whole entry, looked up): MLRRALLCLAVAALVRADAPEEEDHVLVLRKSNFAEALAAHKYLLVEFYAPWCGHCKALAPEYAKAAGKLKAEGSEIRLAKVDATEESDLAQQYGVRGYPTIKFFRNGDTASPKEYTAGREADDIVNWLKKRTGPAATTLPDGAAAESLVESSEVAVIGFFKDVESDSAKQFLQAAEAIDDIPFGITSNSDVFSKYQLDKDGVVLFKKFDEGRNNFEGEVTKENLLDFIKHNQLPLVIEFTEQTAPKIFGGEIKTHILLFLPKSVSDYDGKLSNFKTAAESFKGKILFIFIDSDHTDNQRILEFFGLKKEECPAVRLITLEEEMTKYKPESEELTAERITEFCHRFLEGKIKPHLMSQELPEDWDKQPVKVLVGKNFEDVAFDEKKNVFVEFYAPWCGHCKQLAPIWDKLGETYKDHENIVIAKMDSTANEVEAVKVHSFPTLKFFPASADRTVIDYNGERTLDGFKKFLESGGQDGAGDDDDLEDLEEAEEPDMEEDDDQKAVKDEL
Shn3 inh set2 = inhibitors of Schnurri-3 3'UTR reporter in osteoblasts; Clone20 osteoblast Shn3 3'UTR firefly luciferase, 24 h; actives 0.52% (n = 360,000); inhibition, % at 12.5 µM;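 active means mean inhibition of at least 75% with every replicate also reaching 75%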;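 further: 0% = median of neutral control wells and 100% = pilot-screen positive control compound; some compounds past the cut are filed as inactive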
* hit, by the source's call; · = not tested or not shown.

SMILES	Vif imaging	KKLEB cytotox	NR2E3 ag-1	NR2E3 ag-2	CF NFkB block	HIF-2a inh	CaV13 ICDI inh	Peg3 promoter	MITF TRPM1 inh	PDI inh	Shn3 inh set2
C#CCNC(=O)C1=C[C@H](c2ccccc2)C[C@H](OCCCCO)O1	5.0	-3.7	1.1	-21.9	-4.4	-18.6	-9.1	-14.7	-9.5	-3.3	4.2
Cc1ccc(-n2nnnc2Sc2ccc(S(=O)(=O)NCCN(C)C)cc2[N+](=O)[O-])cc1	-1.9	-31.1	-1.6	5.5	91.0*	76.8*	-3.3	100.3*	91.7*	-1.3	-46.1
Cc1ccc(CNC(=O)C(NS(=O)(=O)c2cccc3nsnc23)C(C)C)cc1 (stereo unspecified)	0.2	-2.7	-1.5	1.9	7.3	5.7	-1.8	18.2	-9.6	2.1	-1.0
CC1CCCCC1N=CC1=C(O)CC(C)(C)CC1=O (stereo unspecified)	3.2	-4.0	2.3	-22.0	-14.0	-40.1	-4.4	-33.3	-5.9	-1.6	-12.3
CCC1CCCCN1CCCNC(=O)Cn1c(=O)c2cccn2c2cccnc21 (stereo unspecified)	-0.2	13.5	4.1	26.1	-2.9	7.8	-4.7	-2.6	-14.4	2.9	6.5
O=C(Nc1cccc(Br)c1)C1CCCC1	2.1	12.7	0.5	-33.4	-8.8	-0.3	-5.0	-0.3	·	0.1	-22.5
CCOC(=O)c1c(C)cc2c(CO)n[nH]c(=O)c2c1C	0.1	-14.4	·	-16.7	50.7*	10.0	-9.3	26.5	·	6.3	13.9
Cc1ccc(C(=O)CC(=O)c2cccc(F)c2)c(O)c1	-8.3	16.9	0.7	-30.3	-12.6	-100.1	-4.1	-37.5	-10.9	7.7	33.1
O=C(CNS(=O)(=O)c1ccccc1)Nc1ccc(C(F)(F)F)cc1	·	-10.3	0.9	-13.7	7.9	-50.3	-8.6	-9.6	8.7	1.0	-14.9
CC(C)=CCN1CCN(Cc2cccc3nonc23)CC1CCO (stereo unspecified)	-3.0	11.2	3.1	8.6	0.9	2.4	-3.7	9.4	1.3	-4.1	9.0
COc1ccccc1Nc1nnc(SCC(=O)N2CCCC2=O)s1	-1.2	-1.5	3.3	-1.3	-13.7	-24.9	-9.1	2.2	-4.5	-2.6	10.4
O=C(COC(=O)c1ccc(F)c(S(=O)(=O)N2CCOCC2)c1)c1ccccc1	·	7.1	·	7.8	15.8	-65.8	-2.3	-56.1	-4.2	11.7	-12.1
Cn1nc([N+](=O)[O-])nc1Oc1ccc2ccccc2c1	·	12.7	1.8	3.9	-24.1	-7.2	-5.2	-4.1	-8.7	8.1	18.1
CCN(CC)S(=O)(=O)c1ccc(C(=O)OCCNC(=O)c2cccnc2)cc1	9.2	-8.8	0.3	-15.7	15.5	-0.7	-3.7	6.8	2.7	-3.0	8.6
COCCNC(=O)C(=O)c1c(-c2ccccc2)[nH]c2ccccc12	10.1	5.4	0.0	-13.9	-8.0	-8.4	-3.1	-52.4	13.3	2.2	-41.8
O=C(NCCc1ccccc1)c1nc2nc(-c3cccs3)cc(C(F)(F)F)n2n1	0.4	-17.9	-0.9	-29.3	-15.7	-94.9	-5.6	-33.2	-15.0	-1.5	-28.4
COC(=O)[C@@]12CCCCN1[C@H](c1ccc(-c3ccc4c(c3)OCO4)c(OC)c1)[C@@H]1C(=O)N(C)C(=O)[C@@H]12	-2.7	-42.2	1.1	6.2	30.3	9.3	-5.0	9.8	-6.6	8.8	4.6
CCN(CC)C1=NC=CC(c2ccccc2)=CC1C (stereo unspecified)	1.9	-4.2	0.2	0.2	6.9	14.8	-3.4	-3.5	-9.3	-3.2	1.7
O=[N+]([O-])c1ccc(Cl)c(-c2ccc(/C=N/n3cnnc3)o2)c1	-13.7	0.2	4.2	-22.8	-23.9	12.1	-5.2	28.1	3.3	1.2	26.2
O=C(NCC(c1ccc(F)cc1)N1CCOCC1)c1cccnc1Sc1ccc(Cl)cc1 (stereo unspecified)	-5.6	-9.0	-1.4	13.1	24.8	7.0	-7.6	10.3	-2.5	-0.1	25.3
Cc1ccn2c(=O)c(C(=O)NCCC3=CCCCC3)c(O)nc2c1	-7.3	10.6	-3.8	-21.3	-0.8	-67.3	0.9	-51.1	-11.9	10.8	-26.0
O=C(COC(=O)/C=C/c1ccc(Cl)cc1)NCCN1C(=O)CSC1=O	-4.9	6.9	3.0	4.3	-5.8	11.5	-9.8	14.7	11.4	-2.9	5.1
CC(C)c1ccc(S(=O)(=O)c2ccc(NN)cc2)cc1	-11.5	0.8	·	-19.3	6.7	16.7	-6.0	8.6	0.6	-3.6	-21.4
CC(C)(C)c1ccc(OCCC(=O)NCCc2ccc(S(N)(=O)=O)cc2)cc1	-17.1	-3.8	·	4.2	2.7	-0.8	-6.0	7.8	12.3	-11.0	-2.8
COc1ccc(C(O)c2ncc(-c3ccccc3Cl)[nH]2)cc1 (stereo unspecified)	2.1	6.7	·	-9.9	-28.9	-53.8	-6.4	-23.5	·	-1.4	-4.1
COc1ccc(CNC(=O)C(C)N2C(=O)NC3(CCCCCCC3)C2=O)cc1 (stereo unspecified)	-7.8	9.3	·	17.1	-8.8	1.7	-7.6	6.0	3.4	-6.7	-1.1
Cc1ccc(S(=O)(=O)N2CCC(C(=O)Nc3ccc(S(=O)(=O)N4CCOCC4)cc3)CC2)cc1	-25.8	2.5	·	9.8	-6.3	17.2	-5.8	16.7	12.8	-2.2	49.7
CC1(C)Cc2cccc(OCC(=O)Nc3cccnc3Cl)c2O1	·	-2.0	-1.0	-24.1	-0.7	3.0	·	-5.7	0.9	-4.1	23.5
CSc1ncccc1C(=O)OCC(=O)c1[nH]c(C)c(C(C)=O)c1C	-4.8	-0.6	-0.9	-19.2	10.6	1.3	-6.4	-55.3	-27.1	-2.2	-5.6
COc1ccc(OC)c(S(=O)(=O)N2CCC(C(=O)NCc3ccc4c(c3)OCO4)CC2)c1	4.3	17.7	0.3	-20.0	-1.9	17.6	-6.2	13.9	-0.6	0.4	4.1

Nothing new here: entries from further up.
SMILES	Vif imaging	KKLEB cytotox	NR2E3 ag-1	NR2E3 ag-2	CF NFkB block	HIF-2a inh	CaV13 ICDI inh	Peg3 promoter	MITF TRPM1 inh	PDI inh	Shn3 inh set2
CSc1ncccc1C(=O)OCC(=O)c1[nH]c(C)c(C(C)=O)c1C	-4.8	-0.6	-0.9	-19.2	10.6	1.3	-6.4	-55.3	-27.1	-2.2	-5.6
COc1ccc(OC)c(S(=O)(=O)N2CCC(C(=O)NCc3ccc4c(c3)OCO4)CC2)c1	4.3	17.7	0.3	-20.0	-1.9	17.6	-6.2	13.9	-0.6	0.4	4.1

Next results
SMILES	Vif imaging	KKLEB cytotox	NR2E3 ag-1	NR2E3 ag-2	CF NFkB block	HIF-2a inh	CaV13 ICDI inh	Peg3 promoter	MITF TRPM1 inh	PDI inh	Shn3 inh set2
Cn1c(=O)n(-c2cccc(Cl)c2)c(=O)c2c3c(sc21)COC(C)(C)C3	-0.9	-11.7	0.4	-8.9	-9.2	18.0	·	9.1	12.8	-2.4	-12.4
CCCNC(=O)c1cc2c(c(-c3cccc(-c4ccc(F)cc4)c3)n1)[C@@H](CCO)N(S(=O)C(C)(C)C)C2 (stereo partly specified)	·	7.5	·	0.2	10.0	5.6	-3.9	21.1	·	·	21.0
Cc1csc(SCC(=O)NC2CCCCC2)n1	5.7	-4.2	3.1	-11.1	1.6	-0.1	·	6.8	-6.1	15.0	-4.9
O=C1CSC(c2ccc(Cl)cc2)N1c1cccnc1 (stereo unspecified)	-2.7	-3.0	0.1	-4.2	7.7	21.4	-4.6	10.8	5.5	2.5	-16.7
CN1CCN(C(=S)SCC(=O)Nc2nc(-c3ccccc3)c(-c3ccccc3)o2)CC1	·	1.9	-5.7	-26.8	-2.8	7.1	-4.1	11.5	8.5	-9.7	23.9
CCCCn1c(SCC(=O)NC(=O)NCc2ccco2)nc2cc(S(N)(=O)=O)ccc21	-4.1	11.1	3.9	-7.6	5.5	3.4	-7.5	4.4	13.4	5.8	-1.2
Cc1cccc2cc(=O)[nH]c(C)c12	-7.9	-2.8	0.4	-13.8	-29.1	5.6	·	-2.8	0.4	6.3	-7.3
COc1ccccc1/C=N/NC(=O)c1sc(C)nc1C	11.2	5.4	-1.4	-22.0	-16.4	2.8	1.3	3.9	-2.4	14.0	9.6
COC(=O)c1c(C(=O)OC)c2cc(C(=O)c3ccccc3)ccn2c1Cl	·	-3.6	-1.6	-6.7	10.8	0.0	·	-4.0	12.0	-6.0	·
CC(=O)c1cnn(-c2ccc(Cl)cc2)c1C	8.0	-0.8	3.9	0.1	7.4	-67.1	-4.5	-13.2	7.1	15.5	-2.3
Cn1c(CCN2CCN(c3ccccn3)CC2)nc2cc(NC(=O)COc3ccc([N+](=O)[O-])cc3)ccc21	0.7	-1.1	-0.9	-5.6	16.1	11.4	-14.2	1.4	25.1	15.5	3.9
Cc1cc([N+](=O)[O-])ccc1NC(=O)/C=C/c1cccs1	·	-0.1	-0.9	-85.5	-34.6	-227.8	-2.6	-329.9	-62.2	2.4	-39.4
COc1ccccc1N1CCN(C(=O)Cn2c(=O)oc3cc(S(=O)(=O)N4CCCC4)ccc32)CC1	-10.4	-6.9	3.9	-1.5	26.3	-3.7	-6.8	13.0	·	7.5	-5.4
CCN(CC)S(=O)(=O)c1ccc(C(=O)NCC(=O)NCCCc2ccccc2)cc1	23.6	2.7	·	-6.6	-2.0	15.9	-3.2	13.4	4.7	-3.0	-7.3
O=C(COC(=O)c1ccc2ncsc2c1)Nc1ccccc1Br	3.3	-8.6	1.1	-40.4	-0.3	-21.6	-5.0	-53.9	-6.3	2.4	-36.9
Cc1nn(Cc2ccccc2)c(C)c1NC(=O)CCCn1nc([N+](=O)[O-])cc1C	6.7	7.6	2.9	-42.1	0.3	6.0	-18.0	1.0	11.8	-8.3	7.9
CNCC(=O)Nc1ccc(OC(F)(F)F)cc1	7.9	-1.9	4.4	-20.1	-9.3	19.1	-7.0	4.8	1.5	3.1	-3.9
O=S(=O)(c1cccc(Br)c1)N1CCN(c2ncnc3scc(-c4ccccc4)c23)CC1	-2.5	-5.8	·	-37.2	13.5	3.3	-2.3	15.3	4.3	0.3	-1.6
CCc1ccc(-c2cc(C(=O)NN3CCOCC3)c3ccccc3n2)s1	-0.5	9.7	2.4	-19.6	-8.2	-53.7	-3.9	-52.3	-12.5	3.8	-43.8
COc1ccccc1C(=O)Nc1ccc(C(=O)N2CCCC2)cc1	8.5	-13.5	-0.3	-28.6	15.4	-73.0	-7.2	-28.6	-11.7	0.7	-11.4
COc1ccc(C(C(=O)NC2CCCC2)N(Cc2cccnc2)C(=O)c2snc(C(N)=O)c2N)cc1OC (stereo unspecified)	1.4	-8.9	0.1	-20.0	9.4	0.2	-3.4	3.6	2.6	-3.0	-4.4
COCCNC(=O)Nc1ccc2c(c1)N(C)C(=O)CS2	3.2	13.4	5.5	-20.3	-6.6	6.6	·	-8.3	3.5	11.3	10.4

Screening results (PubChem BioAssay)
